Source: PubChem BioAssay (National Center for Advancing Translational Sciences (NCATS))
ELG1 genotoxic = qHTS screen for small molecules that induce genotoxicity in human embryonic kidney (HEK293T) cells expressing luciferase-tagged ELG1 | HEK293T ELG1-luciferase reporter, luminescence, 16 h | Potency, µM (top dose mostly 46 µM), for inactives: top-dose activity change, positive = activation, actives largely listed as activators | hit rate 1.3% among 330,000; further: potency means the concentration at half of the fitted maximal effect; % of control where 0% means no effect; nearly all actives have a fitted effect of over 60% in size
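DMSO vehicle served as control against compound-treated ELG1-luciferase HEK293T cells; exposure lasted 16 hr at 37 °C and 5% CO2, followed by ONE-Glo luminescence detection after 30 min.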
FLuc counter = qHTS profiling assay for firefly luciferase inhibitor/activator using purifed enzyme and Km concentrations of substrates (counterscreen for miR-21 project). Luciferin 4-monooxygenase (Photinus pyralis), P08659. purified FLuc, Km substrates, luminescence inhibition. Potency, µM (highest dose often 57.5 µM), for inactives: at the highest dose activity change, negative = inhibition, actives largely listed as inhibitors. hit rate 6.9% among 360,000;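 further: potency means the concentration at half of the fitted maximal effect; plate controls were vehicle for no effect and reference inhibitor for full effect; nearly all actives have a fitted effect of over 55% in size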
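Biochemical qHTS of compounds, final roughly 60 µM downward over six points, against 10 nM purified firefly luciferase using Km concentrations of substrates (10 uM D-luciferin, 10 uM ATP) in Tris acetate pH 7.5 buffer; luminescence output.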
BRCA1 expr up = qHTS Assay to Identify Small Molecule Activators of BRCA1 Expression; hit rate 1.1% among 380,000; MCF7-BRCA1-FFLuc reporter, luminescence, 48 h; response scale: scaled: vehicle 0%, 10 µM genistein 100%; Potency, µM (titrated, usually from 46.1 µM), inactives show top-dose activation, usual class: activators; further: potency means the concentration at half of the fitted maximal effect; nearly all actives have a fitted effect of over 80% in size; some results filed as inactive show a strong effect at the top dose
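Luminescence from a BRCA1-driven firefly luciferase in MCF7 cells was the read-out, taken 15 min after substrate addition following 48 h compound exposure at 37 °C. Data were normalized to a 10 microM genistein control and DMSO vehicle.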
p53 reactivator = qHTS assay for re-activators of p53 using a Luc reporter. hit rate 0.063% among 320,000. Potency, µM (highest dose often 92.2 µM), for the others: at the top dose activity change, positive = activation, usual class: activators. H1299 p53-A138V BP100-luciferase reporter, luminescence, 24 h. AID 504706, 2011; further: potency means the concentration at half of the fitted maximal effect; % of control where 0% means no effect; nearly all actives have a fitted effect of over 45% in size
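p53-null H1299 cells stably carrying temperature-sensitive p53-A138V and a BP100-luciferase reporter were pinned with compounds (4-point, 1:5 series) and held 24 hrs at 37 deg C. Luminescence was read 10 min after detection reagent.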
TRPV1 agonist = HTS Assay for Compounds that Act as Agonists of the Vanilloid Receptor 1. TRPV1-expressing cells, Fluo-8 calcium influx, agonist mode. hit rate 0.19% among 320,000. Transient receptor potential cation channel subfamily V member 1 (Homo sapiens), Q8NER1. activation, % at 8.33 µM; in the data active means activation above about 80%; inconclusive means between about 30% and that limit; further: 0% is about no effect
Target sequence (Q8NER1 whole entry, looked up): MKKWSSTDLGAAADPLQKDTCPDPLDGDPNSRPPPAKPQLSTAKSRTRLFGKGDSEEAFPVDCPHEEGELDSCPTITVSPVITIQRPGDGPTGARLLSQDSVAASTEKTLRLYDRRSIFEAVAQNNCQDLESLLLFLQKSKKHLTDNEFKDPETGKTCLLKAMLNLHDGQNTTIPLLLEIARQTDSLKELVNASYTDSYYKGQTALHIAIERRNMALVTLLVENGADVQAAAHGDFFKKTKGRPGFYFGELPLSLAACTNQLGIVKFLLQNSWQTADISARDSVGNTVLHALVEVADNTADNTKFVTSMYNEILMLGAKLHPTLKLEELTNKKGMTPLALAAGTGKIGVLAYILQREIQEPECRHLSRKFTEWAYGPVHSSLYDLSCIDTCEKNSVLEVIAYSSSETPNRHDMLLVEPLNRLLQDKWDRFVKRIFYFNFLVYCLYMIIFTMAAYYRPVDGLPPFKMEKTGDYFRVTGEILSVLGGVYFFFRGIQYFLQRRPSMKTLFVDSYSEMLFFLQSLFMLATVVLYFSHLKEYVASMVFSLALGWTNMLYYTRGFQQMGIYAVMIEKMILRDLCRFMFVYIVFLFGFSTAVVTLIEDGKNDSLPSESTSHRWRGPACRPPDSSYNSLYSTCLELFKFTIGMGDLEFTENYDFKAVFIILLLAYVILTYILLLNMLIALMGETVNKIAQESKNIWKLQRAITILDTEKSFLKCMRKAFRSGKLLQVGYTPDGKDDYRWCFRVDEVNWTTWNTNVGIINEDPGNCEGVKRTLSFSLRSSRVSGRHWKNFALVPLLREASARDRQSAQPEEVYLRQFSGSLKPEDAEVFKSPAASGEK
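Cells expressing TRPV1 were dye-loaded with Fluo-8 and read kinetically: 10 s baseline, 3 min after compound (agonist portion), then 2 min after EC20 capsaicin (allosteric enhancer portion). Calcium-bound dye fluorescence at 480/520 nm.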
RORg inh = qHTS for inhibitors of ROR gamma transcriptional activity; Potency, µM (top dose mostly 53.6 µM), without a hit: at the highest dose activity change, negative = inhibition, hits mostly inhibitors; hit rate 5.4% among 310,000; Nuclear receptor ROR-gamma (Mus musculus), P51450; Drosophila S2 Gal4-RORgamma UAS-luciferase reporter, 20 h; further: potency means the concentration at half of the fitted maximal effect; on the % scale 0 is the no-effect control and ±100 the full control effect; nearly all actives have a fitted effect of over 60% in size
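Drosophila Schneider cells stably carrying a metallothionein-driven Gal4 DBD–ROR gamma fusion and a UAS-Photinus luciferase reporter were exposed to compound for 1 hr, then induced with copper sulfate (700 uM final) for 20 hr at ambient temperature before luminescence reading.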
NPC1 promoter act = qHTS Assay for NPC1 Promoter Activators. Huh7 NPC1 promoter luciferase reporter, 24 h. Potency, µM (top dose mostly 9.22 µM), for inactives: at the highest dose activation, actives largely listed as activators. hit rate 2.4% among 320,000;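 further: potency means the concentration at half of the fitted maximal effect; % of control where 0% means no effect; nearly all actives have a fitted effect of over 60% in size; reporter is driven by a mutant NPC1 promoter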
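Quantitative HTS used a cell-based reporter: Huh7 cells stably bearing the NPC1 promoter upstream of luciferase were treated with compounds for 24 h, and promoter activation was read as luminescence.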
Rab9 prom act = qHTS Assay for Rab9 Promoter Activators | Huh7 Rab9 promoter-luciferase reporter, luminescence, 24 h | Potency, µM (series often up to 9.22 µM), for the others: top-dose activation, negative = inhibition, actives largely listed as activators | hit rate 2.8% among 320,000; further: potency means the concentration at half of the fitted maximal effect; % of control where 0% means no effect; nearly all actives have a fitted effect of over 60% in size
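Huh7 reporter line, Rab9 promoter upstream of luciferase. Compound exposure 24 h at 37 °C in reduced-serum medium with 10% FBS. Read-out: luminescence.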
Tb PFK block = qHTS Assay to Find Inhibitors of T. brucei phosphofructokinase; T. brucei PFK, ADP-Glo luminescence; Potency, µM (titrated, usually from 57.5 µM), inactives show at the highest dose activity, negative = inhibition, usual class: inhibitors; AID 485367, 2010; hit rate 0.17% among 330,000;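 further: potency means the concentration at half of the fitted maximal effect; 0% = uninhibited 1x PFK enzyme wells and -100% = no-enzyme wells; nearly all actives have a fitted effect of over 60% in size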
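In TEA buffer at pH 8.0 with 5 mM MgCl2, enzyme (1.25 nM) converted F6P (0.5 mM) and ATP (0.1 mM) for 45 min at room temperature. ADP product was read by luciferase luminescence.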
ELG1 repair inh = qHTS screen for small molecules that inhibit ELG1-dependent DNA repair in human embryonic kidney (HEK293T) cells expressing luciferase-tagged ELG1 | HEK293T ELG1-luciferase reporter, luminescence, 16 h; DNA damage induced by 5-fluorouridine | Potency, µM (doses to about 46.1 µM), for the others: top-dose activity change, negative = inhibition, usual class: inhibitors | hit rate 2.3% among 330,000; further: potency means the concentration at half of the fitted maximal effect; on the % scale 0 is the no-effect control and ±100 the full control effect; nearly all actives have a fitted effect of over 55% in size
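Cells (2,000 per well) received 5-fluorouridine plus test compound or DMSO and were incubated 16 hr at 37 °C, 5% CO2. Luciferase activity was read by luminescence 30 min after ONE-Glo addition; signal suppression marked inhibition of damage-induced ELG1 function.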
VP16 counter = VP16 counterscreen qHTS for inhibitors of ROR gamma transcriptional activity; Potency, µM (series often up to 53.6 µM), without a hit: at the highest dose activity, negative = inhibition, most hits filed as inhibitors; Drosophila S2 Gal4-VP16 UAS-luciferase, luminescence, 20 h; hit rate 3.5% among 310,000;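 further: Gal4-VP16 expression switched on by copper sulfate through the metallothionein promoter; potency means the concentration at half of the fitted maximal effect; on the % scale 0 is the no-effect control and ±100 the full control effect; nearly all actives have a fitted effect of over 50% in size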
An asterisk follows results filed as active; u = inconclusive; x = not tested or not shown; & = joins results of further samples; [ ] = remark or other dose. Unless noted, the call rests on the fitted dose curve; in most records, active means well fitted curve in the direction sought with a large enough effect; inconclusive means small, poorly fitted or top-dose-only effect, or another doubt; inactive means no such curve, though single readings can be large; an effect the other way counts as inactive or inconclusive.

SMILES	ELG1 genotoxic	FLuc counter	BRCA1 expr up	p53 reactivator	TRPV1 agonist	RORg inh	NPC1 promoter act	Rab9 prom act	Tb PFK block	ELG1 repair inh	VP16 counter
CCN(CC)CCNC(=O)c1ccc(NC(=O)COc2ccc3c(c2)CCC3)cc1	0%	3%	-21%	3%	8	x	-1%	2%	-5%	2%	x
CCCCC(=O)Nc1cccc(NC(=O)c2ccc3c(c2)OCO3)c1	0%	19µM*	31%	1%	2	41%	3%	2%	-8%	u	18%
CC(NC(=O)COC(=O)/C=C/c1ccc([N+](=O)[O-])cc1)c1ccccc1 (centres undefined)	2%	0%	-3%	1%	2	2%[10 µM]	-5%	-8%	3%	-2%	-5%
COc1ccc(C(=O)Nc2cc3c(cc2C#N)OCO3)cc1S(=O)(=O)N1CCN(C)CC1	-2%	9%	0%	-2%	-1	-16%	-2%	1%	-2%	6%	-10%
Cc1cc(C)cc(N(CC(=O)O)S(=O)(=O)c2c(C)noc2C)c1	-1%	2%	8%	0%	1	1%	-1%	1%	0%	-1%	3%
CC(C)Oc1ccc(C(CC(=O)N(C)CCC#N)c2ccc(F)cc2)cc1 (centres undefined)	-1%	0%	-11%	-12%	9	0%	-4%	0%	5%	4%	-1%
COc1ccc(N2CCN(Cc3cc(=O)oc4cc(C)c(Cl)cc34)CC2)cc1	3%	-1%	10%	0%	20	-23%	-1%	-3%	0%	7%	4%
CCCCC(=NCCc1c(C)[nH]c2ccc(OC)cc12)C1=C(O)CC(c2ccccc2)CC1=O (centres undefined)	3%	1%	-85%	4%	13	15%	-28%	-18%	0%	10µM*	-1%
Cc1ccc(Nc2nc(C(=O)N3CCC(C(=O)NC(C)C)CC3)cs2)cc1	0%	-5%	-2%	14%	0	29%	-4%	2%	3%	16%	-7%
C[C@@H]1CN([C@H](C)CO)C(=O)c2cc(NC(=O)Cc3ccccc3)ccc2O[C@H]1CN(C)Cc1ccc(Oc2ccccc2)cc1	-3%	x	-62%	6%	x	x	x	x	6%	-23%	x
CCC(C)n1c(-c2cccc(S(=O)(=O)N(CC)CC)c2)n[nH]c1=S (centres undefined)	-4%	-3%	-10%	-4%	1	u	-2%	-1%	23%	-27%	-24%
Cc1onc(-c2ccccc2)c1C(=O)c1c[nH]c(C(=O)NCc2ccccn2)c1	-14%	6%	-20%	3%	1	33%	1%	-2%	-5%	16µM*	9%
O=CC1=C(N2CCOCC2)/C(=C/c2ccc(Cl)cc2)CC1	-8%	-10%	-38%	1%	1	-20%	-6%	-1%	2%	u	-10%
CCC(C)c1ccccc1OCC(=O)NN1C(=O)c2ccccc2C1=O (centres undefined)	-3%	1%	0%	4%	1	16%	0%	12%	2%	23%	1%
CC(=O)n1c2ccccc2c2nc(NC(C)C)sc21	u	u	-22%	15%	0	-40%	3%	0%	-7%	u	u
CCOC(=O)C1CCCN(Cc2nc(N)nc(Nc3ccc(C)cc3)n2)C1 (centres undefined)	4%	3%	-12%	-24%	-4	u	3%	-7%	0%	u	0%
COc1ccc(C(=O)N2CC(c3ccccc3)CC2=O)cc1 (centres undefined)	10%	-19%	3%	3%	x	8%	11%	17%	-5%	u	u
CC(C)NC(=O)N(O)C1N(C(C)C)C(=O)N(Cc2ccc3c(c2)OCO3)C1(C)C (centres undefined)	0%	0%	-32%	1%	x	-27%	1%	2%	-1%	u	3%
Cn1c(Cc2ccc3c(c2)OCO3)nnc1SCC(=O)N1CCc2ccccc2C1	-3%	-1%	5%	-1%	3	-4%	-3%	-4%	0%	0%	1%
S=C(NCc1ccco1)N1CCN(c2cccc(Cl)c2)CC1	-5%	0%	-10%	-4%	u	u	-3%	-4%	u	-11%	10%
Cc1cc(C(=O)NCC(c2cccs2)N2CCOCC2)ccc1[N+](=O)[O-] (centres undefined)	-2%	7%	-63%	-10%	-2	10%	-4%	3%	-2%	-17%	9%
CCCCn1c(=O)[nH]c(=O)c2c1nc(-c1ccccc1F)n2Cc1ccccc1	-3%	3%	-11%	-3%	17	-10%	-4%	3%	-1%	u	-2%
CC(=O)Nc1ccc(S(=O)(=O)NC2(C(F)(F)F)NC(=O)N(C3CCCCC3)C2=O)cc1 (centres undefined)	3%	-3%	1%	1%	1	2%	0%	2%	-3%	10%	-2%
CCOC(=O)/C(C#N)=C/Nc1ccccc1OC	u	6.7µM*	2.2µM*	u	-2	-31%	3.2µM*	2.2µM*	0%	u	-7%
Cc1nn(Cc2c(Cl)cccc2Cl)c(C)c1C(=O)NCc1ccc(C)n1C	4%	4%	4%	-1%	-3	-1%	-2%	18%	-3%	-13%	11%
COc1cc(C(=O)COC(=O)c2ccco2)cc(OC)c1OC	11%	x	-21%	-2%	x	x	x	x	-2%	16%	x
CCOC(=O)/C(=C\c1ccc(C)cc1)NC(=O)c1ccccc1	-4%	-4%	8%	4%	14	3%	-3%	-5%	8%	1%	-7%
CCOc1ncccc1C(=O)OC(C)C(=O)NC(=O)NC1CCCCC1 (centres undefined)	0%	-7%	-5%	-3%	4	5%	1%	-5%	-4%	-3%	9%
CCc1ccc(CNC(=O)CCC(=O)N2Cc3cccc(OC)c3Oc3ncccc32)cc1	-1%[9.26 µM]	-1%&0%	-5%	-8%	-4	11%	0%	-1%	-9%	-1%	-6%
COc1ccc(-c2[nH]ncc2/C=N\NS(=O)(=O)c2ccccc2)cc1OC	-4%	-4%	-19%	-1%	20	-2%	0%	7%	1%	-13%	5%
Cc1ccc2nc3c(cc2c1)CN(Cc1ccco1)C(=NCC1CCCO1)S3 (centres undefined)	-4%	2%	-47%	-5%	11	u	-2%	-4%	3%	u	-3%[0.365 µM]
CC(C)Oc1ccc(C(CC(=O)NCc2ccco2)c2ccccc2)cc1 (centres undefined)	-2%	8%	-6%	-3%	u	3%	2%	-5%	3%	u	13%
CCNc1nc(SCCOc2ccccc2)nc(N(C)C)n1	u	-14%	-22%	-28%	7	0%	-2%	-4%	14%	u	-18%
Cc1ccc(-c2cc(=O)c3ccc(F)cc3[nH]2)cc1	16%	u	-11%	3%	u	-9%	8%	27%	-4%	u	-1%
Cc1ccc(S(=O)(=O)N(CC(=O)O)c2ccc(Cl)c(C(F)(F)F)c2)cc1	0%	-13%	-19%	-4%	-1	7%	-4%	-1%	1%	-7%	0%[10 µM]
COc1cc(Nc2cc(C)nc3nc(C)nn23)cc(OC)c1OC	u	0%	0%	-4%	2	-25%	-1%	-3%	-2%	u	13µM*
Cc1ccc(S(=O)(=O)N2CCCCC2)cc1C(=O)N1CCCC1	9%	-5%	9%	0%	3	5%	-3%	2%	2%	10%	5%
COc1cccc(OCCSc2nnc3sc4ccccc4n23)c1	u	19µM*	88%	3%	1	-22%[0.365 µM]	16%	10%	-19%	5%	x
CN(CC(=O)Nc1c(Cl)cccc1Cl)C(=O)c1n[nH]c2ccccc12	1%	4%	15%	-4%	-9	x	0%	-2%	-3%	-6%	x
O=C1/C(=N\S(=O)(=O)c2cccs2)C([n+]2ccc(CCCc3ccccc3)cc2)=C([O-])c2ccccc21	-4%	-3%	-64%	-14%	1	-19%	-17%	-36%[inhibitor]	0%	13µM*	u
Cc1cc(O)c(C)c(O)c1/C=N/NC(=O)c1cccnc1	8%	1%	-52%	x	3	7.9µM*	-39%[inhibitor]	-41%[inhibitor]	-18%	u	7.9µM*
COCCCNC(=O)Cn1cc(/C=C(\C#N)C(=O)N2CCN(c3ccccc3)CC2)c2ccccc21	-2%	-2%	-6%	-8%	1	-7%	0%	0%	-6%	u	-6%

Entries shown so far that have a thiophene ring, fused or not:
SMILES	ELG1 genotoxic	FLuc counter	BRCA1 expr up	p53 reactivator	TRPV1 agonist	RORg inh	NPC1 promoter act	Rab9 prom act	Tb PFK block	ELG1 repair inh	VP16 counter
Cc1cc(C(=O)NCC(c2cccs2)N2CCOCC2)ccc1[N+](=O)[O-] (centres undefined)	-2%	7%	-63%	-10%	-2	10%	-4%	3%	-2%	-17%	9%
O=C1/C(=N\S(=O)(=O)c2cccs2)C([n+]2ccc(CCCc3ccccc3)cc2)=C([O-])c2ccccc21	-4%	-3%	-64%	-14%	1	-19%	-17%	-36%[inhibitor]	0%	13µM*	u

Not a hit list; overall some 15% were active at least once.
